TbMetRS inhib: T. brucei MetRS inhibitors, primary screen, biochemical, luminescence; methionyl-tRNA synthetase (Trypanosoma brucei brucei); purified T. brucei MetRS, ATP depletion, Kinase-Glo luminescence; inhibition, % at 11.9 µM; hit rate 0.4% among 360,000; AID 624268, 2012;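 active = inhibition above a per-plate cutoff of the control wells' mean inhibition plus 3 SD, cut at about 5.5% in these data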;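 also: 0% = DMSO wells median and 100% = median of wells with control inhibitor compound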
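technique = Kinase-Glo luminescence, ATP depletion format | system = purified MetRS (methionyl-tRNA synthetase) enzyme from Trypanosoma brucei | timing = 15 min preincubation, 2 h reaction, all 25 °C | evaluation = percent inhibition versus plate control medians | dosing = single dose, 11.9 µM final nominal, 0.9% final DMSO | also added = substrates ATP, L-methionine and bulk Escherichia coli tRNA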
STEP block: STEP phosphatase inhibitors, primary screen, biochemical, fluorescence intensity, uHTS; Tyrosine-protein phosphatase non-receptor type 5 (Homo sapiens), P54829; recombinant STEP, OMFP fluorogenic substrate; hit rate 0.25% among 360,000; AID 588621, 2011; inhibition, % at 20 µM;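 active = inhibition at 20 µM, scaled per plate between control wells, above about 37%, limit read from the data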;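 also: 0% = DMSO with enzyme and substrate and 100% = substrate only without enzyme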
Target sequence (P54829 whole entry, looked up): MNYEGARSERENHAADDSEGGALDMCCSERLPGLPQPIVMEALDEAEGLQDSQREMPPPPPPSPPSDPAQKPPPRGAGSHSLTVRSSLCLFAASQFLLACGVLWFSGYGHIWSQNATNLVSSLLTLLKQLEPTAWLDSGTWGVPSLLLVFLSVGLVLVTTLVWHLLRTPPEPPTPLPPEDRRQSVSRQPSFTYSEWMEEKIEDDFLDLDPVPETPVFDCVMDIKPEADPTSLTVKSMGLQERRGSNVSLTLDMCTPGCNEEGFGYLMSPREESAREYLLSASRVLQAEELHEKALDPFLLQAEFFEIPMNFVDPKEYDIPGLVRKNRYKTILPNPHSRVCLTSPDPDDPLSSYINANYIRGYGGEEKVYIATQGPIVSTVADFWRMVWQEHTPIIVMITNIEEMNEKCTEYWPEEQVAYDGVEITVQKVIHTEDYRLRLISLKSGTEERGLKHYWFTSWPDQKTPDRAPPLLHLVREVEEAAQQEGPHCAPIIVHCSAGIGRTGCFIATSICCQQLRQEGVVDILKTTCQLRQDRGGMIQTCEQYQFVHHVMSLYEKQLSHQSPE
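Material: STEP (striatal-enriched tyrosine phosphatase) enzyme, cell-free | Medium: 50 mM Bis-Tris pH 6.0 with 2.5 mM DTT and 0.005% Tween 20 | Read-out: Percent inhibition scaled to no-enzyme and uninhibited-enzyme controls, plate-pattern corrected | Signal: Fluorescence read at 480 nm ex / 540 nm em | Times: 20 min reaction, room temperature, in the dark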
LMPTP inh: LMPTP phosphatase inhibitors, primary screen, biochemical, fluorescence intensity, uHTS | Low molecular weight phosphotyrosine protein phosphatase (Homo sapiens), P24666 | recombinant LMPTP-A, OMFP fluorogenic substrate | inhibition, % at 20 µM | hit rate 0.22% among 360,000;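 active = compounds that cut the enzyme signal by at least half of the control window in the single-dose screen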;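 also: plate controls were DMSO wells with enzyme plus substrate for no effect and substrate without enzyme for full effect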
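Test system: LMPTP-A phosphatase enzyme. Amount: LMPTP-A at 0.625 nM final in the reaction. Reagent: OMFP substrate, 400 µM final. Times: 50 min at room temperature. Signal: endpoint fluorescence intensity from OMFP dephosphorylation. Read-out basis: % inhibition. Benchmarks: no-enzyme and uninhibited controls.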
Rpn11 inh: Rpn11 (PSMD14) deubiquitinase inhibitors, primary screen, biochemical, fluorescence polarization, uHTS; calls only at 20 µM; 26S proteasome non-ATPase regulatory subunit 14 (Homo sapiens), O00487; AID 588493, 2011; human 26S proteasome, Ub4-pepOG fluorescence polarization; 20S core pre-blocked with epoxomicin; hit rate 0.59% among 360,000;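 active = inhibition at 20 µM, scaled to each plate's controls, above about 33%, limit read from the data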
Target sequence (O00487 whole entry, looked up): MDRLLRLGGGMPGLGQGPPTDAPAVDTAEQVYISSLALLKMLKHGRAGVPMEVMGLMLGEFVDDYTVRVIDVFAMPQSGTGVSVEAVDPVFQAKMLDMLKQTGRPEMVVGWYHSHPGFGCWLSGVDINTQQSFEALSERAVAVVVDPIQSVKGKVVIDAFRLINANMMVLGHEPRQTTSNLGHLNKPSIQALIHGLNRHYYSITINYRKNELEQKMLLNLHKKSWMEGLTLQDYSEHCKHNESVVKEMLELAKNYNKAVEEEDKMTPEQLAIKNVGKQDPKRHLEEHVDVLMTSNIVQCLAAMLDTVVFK
SUMO1-SIM PPI: modulators of SUMO1 protein-protein interactions, primary screen, biochemical, uHTS | Small ubiquitin-related modifier 1 (Homo sapiens), P63165 | SUMO1 binding to a labelled peptide, TR-FRET, 1 h | inhibition, % at 20 µM | hit rate 0.33% among 360,000 | AID 602429, 2012; in the data active = inhibition above about 37%
Target sequence (P63165 whole entry, looked up): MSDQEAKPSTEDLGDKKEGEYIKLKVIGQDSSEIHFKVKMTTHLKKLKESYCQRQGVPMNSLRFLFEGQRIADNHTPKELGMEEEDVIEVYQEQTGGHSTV
CSN inh: inhibitors of CSN-mediated cullin deneddylation, primary screen, biochemical, fluorescence polarization, uHTS; COP9 signalosome complex subunit 5 (Homo sapiens), Q92905; inhibition, % at 12.5 µM; Purified CSN, SCF-Nedd8-OG deneddylation; hit rate 0.38% among 360,000;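 active = pattern-corrected inhibition above about 35%, with an unprinted fluorescence ratio check between 0.5 and 1.5, limit read from the data, passing the limit was not always enough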;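 also: 0% = enzyme with substrate and 100% = substrate without enzyme; some results filed as inactive read as strong as hits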
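Assay system: purified human Csn5 enzyme expressed in HEK293T cells; measure: % inhibition; also added: SCFSkp2-Nedd8OG substrate at 10 nM final; technique: fluorescence polarization; times: reaction 90 min, room temperature; medium: Tris buffer pH 7.5, NaCl, DTT, Tween-20, trehalose, ovalbumin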
Scp-1 inhibitor: Scp-1 phosphatase inhibitors, primary screen, biochemical, colorimetric, uHTS | Recombinant Scp1, phosphopeptide, malachite green phosphate absorbance | AID 493091, 2011 | Carboxy-terminal domain RNA polymerase II polypeptide A small phosphatase 1 (Homo … | hit rate 0.88% among 340,000 | inhibition, % at 20 µM;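 active = inhibition above about 50% at 20 µM, limit read from the data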;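 also: plate controls were DMSO wells with enzyme for no effect and wells lacking enzyme for full effect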
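Assay system: SCP-1 catalytic fragment, aa 76-261 | Buffer or medium: Tris acetate buffer pH 5.5 with MgCl2 and Tween-20 | Compound: One concentration, 20 µM, with 1.0% DMSO | Also added: Phospho 17-mer peptide substrate | Signal: Absorbance at 630 nm | Incubation: 45 min enzyme reaction at room temperature | Measure: % inhibition of SCP-1 phosphate liberation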
DNMT1 inh: human DNMT1 methyltransferase inhibitors, primary screen, biochemical, molecular beacon, fluorescence, HinP1I cleavage, uHTS; DNA (cytosine-5)-methyltransferase 1 (Homo sapiens), P26358; hit rate 0.83% among 360,000; inhibition (reported as % activation of signal), % at 10 µM; in the data active = inhibition above about 50%
NadD inh: inhibitors of S. aureus NadD, primary screen, biochemical, colorimetric, uHTS | hit rate 0.78% among 360,000 | purified NadD enzyme, colorimetric absorbance read-out | Nicotinate-nucleotide adenylyltransferase NadD (Staphylococcus aureus N315) | inhibition, % at 20 µM | AID 602399, 2012; in the data active = inhibition above about 26%; also: some compounds past the cut are filed as inactive
MsrA inh: bovine MsrA enzyme inhibitors, primary screen, biochemical, absorbance, HTS | Methionine sulfoxide reductase A (Bos taurus) | inhibition, % at 15.5 µM | hit rate 0.75% among 360,000 | AID 651718, 2012 | purified bovine MsrA, absorbance read-out; in the data active = inhibition above about 4.5%;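 also: 0% = vehicle wells with enzyme and 100% = reference inhibitor wells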
* marks the source's active call; other numbers are inactive results; i = inactive; nt = not tested or not shown.

Results follow in this order: TbMetRS inhib | STEP block | LMPTP inh | Rpn11 inh | SUMO1-SIM PPI | CSN inh | Scp-1 inhibitor | DNMT1 inh | NadD inh | MsrA inh
COCCn1nnnc1C(c1ccc(OC)cc1)N1CCC(C)CC1 (centres undefined)
→ -1.5 | -5 | -1.5 | i | -1 | -4 | 7 | 0 | -3 | -0.5
Cc1csc(SCC(=O)NCCc2ccc(Cl)cc2)n1
→ -0.2 | 0 | -0.5 | i | 2 | -2 | -8 | -2 | -4 | -0.2
COc1ccc(N2CCN(C(=O)COC(=O)c3cnccn3)CC2)cc1
→ -0.2 | -2 | 0.5 | i | -3 | 1 | -4 | -2 | -1 | -0.4
CCCNC(=O)C1(C)CCCN(C(=O)c2cc(F)cc(F)c2)C1 (centres undefined)
→ -0.2 | 2 | -0.5 | i | 11 | 4 | nt | 5 | -6 | 0.0
CC(=O)c1ccc(OCc2cc(C(=O)NC(C)CCn3cccn3)no2)cc1 (centres undefined)
→ 0.4 | 1 | 0.7 | i | 0 | 5 | -5 | -2 | 1 | 2.5
CCn1c(SCc2ccccc2)nnc1C1CCN(S(=O)(=O)c2ccc(OC)cc2)CC1
→ -0.5 | -2 | 0.2 | i | -2 | -1 | 7 | 1 | 7 | 1.4
COc1ccc(N(CC(=O)N2CCN(Cc3ccc4c(c3)OCO4)CC2)S(C)(=O)=O)cc1OC
→ 0.0 | -3 | -2.0 | i | 2 | 2 | 1 | 2 | 4 | 0.9
CC(C)Oc1ccc(C(CC(=O)N(C)CCC#N)c2ccc(F)cc2)cc1 (centres undefined)
→ 0.1 | 3 | -0.1 | i | 1 | -6 | -12 | -3 | -5 | 0.9
O=C(NCCCNC(=O)c1ccccn1)c1cccc(F)c1
→ -0.1 | 3 | -0.6 | i | -2 | 2 | -1 | 1 | -4 | 0.5
COc1ccccc1-c1cc2nc(-c3ccccc3)cc(N3CCN(C(=O)c4ccco4)CC3)n2n1
→ 0.9 | 1 | 4.3 | i | -33 | 2 | nt | -10 | 41* | 1.7
CCn1nnnc1SCC(=O)NCc1cccs1
→ -0.2 | -7 | 0.0 | i | 0 | -1 | -2 | 0 | 2 | -1.2
CCCn1c(N)c(N(CCOC)C(=O)CSCC(=O)Nc2ccc(OC)cc2)c(=O)[nH]c1=O
→ -0.6 | 0 | 1.5 | i | 1 | 0 | -3 | 0 | -1 | 0.8
CCS(=O)(=O)c1ncc(Cl)c(C(=O)Nc2ccc(S(=O)(=O)N3CCC(C)CC3)cc2)n1
→ -0.1 | 4 | 3.5 | i | -19 | 2 | 0 | -5 | -3 | 1.2
CCOC(=O)c1ccc(NC(=O)N2CCc3ccccc32)cc1
→ -1.2 | -2 | 0.7 | i | 1 | 6 | -2 | 1 | -4 | -1.0
CCCn1c(N)c(C(=O)CSc2ncnc3sccc23)c(=O)n(C)c1=O
→ 0.1 | -1 | 1.4 | i | -11 | -5 | -2 | 0 | 5 | -0.5
O=C(Nc1ccc(C(=O)O)cc1)/C(=C\c1ccc([N+](=O)[O-])cc1)NC(=O)c1ccc(Br)cc1
→ 0.7 | 0 | 0.5 | i | -23 | 2 | 10 | -1 | 0 | 3.6
N#CC12C(=O)NC(=O)C1(C#N)C21CCCC1 (centres undefined)
→ -0.4 | 0 | -1.0 | i | -2 | -1 | 4 | 33 | -1 | 0.4
O=C(CC1(O)C(=O)Nc2ccc(Br)cc21)c1ccccc1 (centres undefined)
→ -0.7 | 2 | 0.5 | i | 3 | -1 | nt | 2 | 5 | -0.5
CCOC(=O)c1cnc2nc(C)[nH]n2c1=O
→ -1.8 | 2 | -0.8 | i | -2 | 4 | -5 | 4 | -1 | -1.9
O=C1C(=Cc2ccco2)C(=O)c2ccccc21
→ 0.2 | 2 | 1.4 | i | 6 | -2 | -4 | -2 | -1 | 1.2
Cc1cc(C)nc(Nc2nc(C)c3cc4c(cc3n2)OCO4)n1
→ -0.5 | 2 | 0.4 | i | -2 | 1 | -4 | 2 | -1 | 1.9
c1ccc(-n2nc3c(ccc4cnnc43)[nH]2)cc1
→ -1.9 | 1 | -0.6 | i | -1 | -2 | -9 | 0 | -3 | 1.4
CCN(CCCNC(=O)Cn1cc2c(n1)CCCC2)c1cccc(C)c1
→ -0.8 | 2 | -1.2 | i | -2 | -5 | 0 | -2 | -4 | -0.2
CS(=O)(=O)N1CCC(C(=O)Nc2ccc(F)cc2)CC1
→ -0.9 | 1 | -0.9 | i | 7 | -6 | -2 | 0 | 4 | 0.6
COc1ccccc1-c1oc2ccccc2c1C#CC1(N)CCCCC1
→ -0.3 | -3 | 1.8 | i | -32 | -1 | 4 | 9 | 12 | -0.3
O=C(O)C1=C(C(=O)N2CCN(C(=O)c3ccco3)CC2)CCCC1
→ -0.7 | 12 | -2.4 | i | -2 | 6 | 3 | 1 | -4 | -0.7
Cc1cc(OCCOCCN(C)CCO)cc(C)c1Cl
→ -0.8 | -1 | -2.0 | i | 0 | -1 | -13 | 1 | -2 | 0.5
O=c1[nH]c(C2CCN(S(=O)(=O)c3cccc(Cl)c3)CC2)nc2c1nnn2Cc1ccccc1
→ -0.5 | -3 | 2.7 | i | 2 | 0 | -2 | -3 | 9 | 0.5
COc1ccc(NS(=O)(=O)c2cn(C)cn2)c(OC)c1
→ -0.4 | -1 | -1.7 | i | -4 | -3 | 6 | 2 | -3 | 0.4
CCOC(=O)[C@@H]1[C@H]2COc3ccc(Br)cc3[C@H]2N2C(=O)N(c3ccc(Cl)cc3)C(=O)[C@]12C
→ 0.0 | 2 | 1.3 | i | 6 | 1 | -18 | -10 | -4 | -0.4
COc1ccccc1NC(=O)Oc1ccc(NC(=O)c2ccco2)cc1
→ 0.3 | -1 | -0.3 | i | 4 | -3 | 5 | 4 | 5 | -0.3
CCC(C)[C@H](NS(=O)(=O)c1ccc(C)cc1)C(=O)N1CCC(C(=O)N[C@@H](Cc2ccccc2)C(=O)O)CC1 (some centres undefined)
→ -0.4 | -1 | 0.8 | i | 0 | 6 | -3 | 2 | -1 | 0.0
O=c1c2ccccc2n2c(-c3cccc(F)c3)nnc2n1Cc1ccccc1
→ -2.2 | -3 | 1.8 | i | -3 | -7 | 4 | 5 | 2 | 0.9
COc1ccc(NC(=O)c2ccco2)cc1NC(=O)c1cc2ccccc2o1
→ -0.1 | 0 | 1.6 | i | 0 | 5 | -9 | -2 | -5 | 1.0
CCOc1ccccc1C1NC(=O)NC(C)=C1C(=O)OC1CCCC1C (centres undefined)
→ 0.0 | -1 | 1.3 | i | 0 | 0 | 3 | 1 | 0 | -0.4
Cc1cc(C)c(C#N)c(SCc2[nH]nc3c2C(c2ccc(F)cc2)C(C#N)=C(N)O3)n1 (centres undefined)
→ -0.1 | -3 | 1.7 | i | 4 | 6 | -12 | -23 | 12 | 0.0
CCC(=O)c1ccc(N2CCN(C(=O)c3cccs3)CC2)c(F)c1
→ -1.5 | -1 | 0.3 | i | -3 | -2 | 0 | 1 | -5 | 0.5
Cc1ccc(/C=N/NC(=O)c2ccc(-n3cccc3)cc2)o1
→ 0.4 | 3 | 2.0 | i | -5 | -2 | 30 | 4 | 5 | 4.0
O=C(NCC1CCCCC1)c1ccc(Cl)nc1
→ -0.1 | -3 | -1.2 | i | 3 | 2 | 4 | 1 | -6 | -0.1
O/N=C/c1ccc2cccc(OCc3ccccc3)c2n1
→ -0.2 | -1 | 1.2 | i | -11 | -7 | 3 | 2 | 2 | 1.9
Cc1ccc(-n2ncc3c(=O)n(CC#N)cnc32)cc1C
→ -2.0 | 1 | -2.4 | i | 0 | -3 | 4 | 2 | -1 | 0.3
COC(=O)c1ccccc1NC(=O)Cn1c(=O)oc2ccc(Cl)cc21
→ -0.9 | 0 | 0.8 | i | 8 | 2 | -11 | -3 | -1 | -0.5
O=C(Nc1ccc(O)c(C(=O)O)c1)c1ccc2c(c1)C(=O)N(CC1CCCO1)C2=O (centres undefined)
→ -0.5 | 0 | -1.2 | i | -9 | -1 | -1 | 3 | -1 | 1.0
CCOC(=O)c1c(-n2cccc2)sc2c1CCCC2=O
→ 0.0 | 1 | -0.1 | i | -15 | -3 | -5 | -1 | -2 | 1.9
Cc1sc(NC(=O)CSc2nnc(COc3ccc(Cl)cc3)n2C)c(C#N)c1C
→ -0.7 | 0 | -0.7 | i | 0 | 4 | -8 | 9 | 8 | -0.9
Cn1cnnc1SCC(=O)NNC(=O)COc1ccc(Cl)cc1
→ -0.4 | -1 | -0.4 | i | 1 | -5 | -3 | 1 | -9 | -0.5
Cc1ccc(CNC(=O)Cn2nnc(C(=O)Nc3cc(C)ccc3C)c2N)cc1
→ -0.1 | -3 | 0.5 | i | 2 | 1 | -6 | 4 | 0 | 0.9
CCC/C(=C1/c2ccccc2C(=O)N1c1ccccc1)c1cnc(OC)nc1
→ -0.2 | -1 | 2.1 | i | -1 | -2 | -2 | 5 | 1 | -0.2
Cc1cccc(NC(=O)c2cccc(C(=O)Nc3cccc(C)c3C)n2)c1C
→ 0.2 | -1 | 1.9 | i | 2 | 2 | -14 | 0 | 8 | -1.0

Just SUMO1-SIM PPI, for some of the entries so far:
Molecule	SUMO1-SIM PPI
COc1ccccc1NC(=O)Oc1ccc(NC(=O)c2ccco2)cc1	4
CCC(C)[C@H](NS(=O)(=O)c1ccc(C)cc1)C(=O)N1CCC(C(=O)N[C@@H](Cc2ccccc2)C(=O)O)CC1 (some centres undefined)	0
O=c1c2ccccc2n2c(-c3cccc(F)c3)nnc2n1Cc1ccccc1	-3
COc1ccc(NC(=O)c2ccco2)cc1NC(=O)c1cc2ccccc2o1	0

Screens: PubChem BioAssay, several laboratories
